# RBX1-CUL1 inh = human ROC1-CUL1 E3 ligase inhibition. in vitro K48 di-Ub FRET, acceptor:donor ratio, 45 min. inhibition, % at 10 µM. actives 0.6% (n = 140,000). AID 1347404; in the data active = inhibition above about 25%
# Target sequence (P62877 whole entry, looked up): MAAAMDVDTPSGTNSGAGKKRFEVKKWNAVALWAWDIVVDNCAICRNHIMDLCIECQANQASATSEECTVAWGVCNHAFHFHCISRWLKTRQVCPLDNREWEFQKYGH
# Target sequence (Q13616 whole entry, looked up): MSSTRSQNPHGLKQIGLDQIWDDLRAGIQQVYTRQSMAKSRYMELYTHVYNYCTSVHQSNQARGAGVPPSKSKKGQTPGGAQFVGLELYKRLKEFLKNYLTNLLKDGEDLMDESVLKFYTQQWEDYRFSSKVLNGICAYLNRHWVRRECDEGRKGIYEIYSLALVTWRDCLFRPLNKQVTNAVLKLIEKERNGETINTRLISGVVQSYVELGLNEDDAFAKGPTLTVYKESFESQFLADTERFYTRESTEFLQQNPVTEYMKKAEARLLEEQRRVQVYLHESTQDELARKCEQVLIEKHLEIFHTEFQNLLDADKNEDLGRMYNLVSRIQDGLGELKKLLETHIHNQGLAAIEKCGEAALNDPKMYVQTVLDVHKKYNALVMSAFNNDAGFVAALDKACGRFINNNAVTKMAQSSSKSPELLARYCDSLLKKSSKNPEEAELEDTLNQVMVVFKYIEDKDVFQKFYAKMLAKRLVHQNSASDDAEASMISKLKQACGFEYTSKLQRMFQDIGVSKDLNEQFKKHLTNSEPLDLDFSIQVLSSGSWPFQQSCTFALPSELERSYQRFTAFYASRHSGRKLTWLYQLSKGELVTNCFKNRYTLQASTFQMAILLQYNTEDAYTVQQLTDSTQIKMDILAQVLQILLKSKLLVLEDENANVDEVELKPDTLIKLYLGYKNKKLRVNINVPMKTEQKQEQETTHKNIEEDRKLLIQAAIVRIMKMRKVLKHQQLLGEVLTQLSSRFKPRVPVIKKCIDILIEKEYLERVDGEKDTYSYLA
# The depositor's hits bear a star. Only part of the results is shown; the hit share may differ from the screen's.
SMILES,RBX1-CUL1 inh
O=C(Nc1ccc(-c2nc3cc(Cl)ccc3o2)cc1)C1CCCO1 (stereo not given),-3
COc1ccccc1CNC(=O)c1ccc2c(c1)N(Cc1cccc(C)c1)C(=O)c1ccccc1S2(=O)=O,-3
CSc1cc2ccsc2s1,-9
CSc1cccc(CN2C[C@H](O)[C@@H](N3CCOCC3)C2)c1,4
CC(C)c1nc(CNCc2ccc(OCC(O)CN3CCN(C)CC3)cc2)cs1 (stereo not given),2
C=CCSc1n[nH]c(-c2ccccc2OCCC)n1,-2
Cc1cc(N/N=C/c2ccc(F)cc2)nc(-c2cc(Br)cc(Br)c2O)n1,3
COc1ccccc1-c1nc(S(=O)(=O)c2ccccc2)c(N2CCCCC2)o1,4
CN(C)c1nc(SCCOc2ccccc2)nc(N(C)C)n1,2
CCN(CC)CCNC(=O)c1ccc2c(c1)NC(=O)C(CS(=O)(=O)Cc1ccc(F)cc1Cl)N2 (stereo not given),-25
COc1ccc(OC)c(NS(=O)(=O)c2ccc(-c3cc(C)no3)s2)c1,1
COc1ccc(-n2nnnc2SCC(=O)NC2=NN(c3ccccc3)C(=O)C2)cc1,0
CC(C)NC(=O)CN1CCN(C(=O)c2ccc3nc(C4CCCCC4)oc3c2)CC1,-4
O=C(Nc1cccc(-n2cccn2)c1)C1CCCN1Cc1ccccc1 (stereo not given),0
O=C(Cn1nnc(-c2ccccc2)n1)Nc1ccnn1Cc1cccs1,-2
Cc1cc(=O)[nH]c(CNC(=O)C2(N3CCCCC3)Cc3ccccc3C2)n1,15
CC1(C)OC(=O)CC1C(=O)NCc1ccccc1 (stereo not given),2
CCOc1ccc(S(=O)(=O)n2cc(C)nc2CC)c2ccccc12,-14
CCC(=O)Oc1ccc(/C=C(\C#N)c2nc3ccccc3[nH]2)cc1OC,8
Cc1ccc2c(CC(=O)Nc3cccc(C(F)(F)F)c3)coc2c1,-5

# Nothing new here: 16 of the compounds above.
SMILES,RBX1-CUL1 inh
O=C(Nc1ccc(-c2nc3cc(Cl)ccc3o2)cc1)C1CCCO1 (stereo not given),-3
COc1ccccc1CNC(=O)c1ccc2c(c1)N(Cc1cccc(C)c1)C(=O)c1ccccc1S2(=O)=O,-3
CSc1cc2ccsc2s1,-9
CSc1cccc(CN2C[C@H](O)[C@@H](N3CCOCC3)C2)c1,4
CC(C)c1nc(CNCc2ccc(OCC(O)CN3CCN(C)CC3)cc2)cs1 (stereo not given),2
C=CCSc1n[nH]c(-c2ccccc2OCCC)n1,-2
Cc1cc(N/N=C/c2ccc(F)cc2)nc(-c2cc(Br)cc(Br)c2O)n1,3
COc1ccccc1-c1nc(S(=O)(=O)c2ccccc2)c(N2CCCCC2)o1,4
CN(C)c1nc(SCCOc2ccccc2)nc(N(C)C)n1,2
CCN(CC)CCNC(=O)c1ccc2c(c1)NC(=O)C(CS(=O)(=O)Cc1ccc(F)cc1Cl)N2 (stereo not given),-25
COc1ccc(OC)c(NS(=O)(=O)c2ccc(-c3cc(C)no3)s2)c1,1
COc1ccc(-n2nnnc2SCC(=O)NC2=NN(c3ccccc3)C(=O)C2)cc1,0
CC(C)NC(=O)CN1CCN(C(=O)c2ccc3nc(C4CCCCC4)oc3c2)CC1,-4
O=C(Nc1cccc(-n2cccn2)c1)C1CCCN1Cc1ccccc1 (stereo not given),0
O=C(Cn1nnc(-c2ccccc2)n1)Nc1ccnn1Cc1cccs1,-2
Cc1cc(=O)[nH]c(CNC(=O)C2(N3CCCCC3)Cc3ccccc3C2)n1,15

# The results go on:
SMILES,RBX1-CUL1 inh
CC(=O)N1CCC2(CC1)OC(=O)C(C)=C2C(=O)Nc1ccccc1C(F)(F)F,0
Fc1nc(-c2ccccc2)cc(-c2ccccc2)n1,2
c1ccc(SCCCNC2CCCC2)cc1,-9
Cc1cccc(Cn2c(CNS(=O)(=O)c3ccc(Cl)s3)nc3cccnc32)c1,-13
O=C(Nc1ccc2oc(-c3cccnc3)nc2c1)c1ccc(Br)cc1,0
COc1ccc(C)cc1NC(=O)NCc1cccn1Cc1ccccc1,-7
O=C(CCN1CCCCO1)N1CCCC(CCc2ccc(F)c(F)c2)C1 (stereo not given),-2
CN1CCN(CC(O)COc2ccc(CN(C)CCC3CCOCC3)cc2)CC1 (stereo not given),10
CC(C)CCC(=O)N1CCC(N2CCCC(C(=O)NC3CC3)C2)CC1 (stereo not given),1
CCOC(=O)c1coc(-c2ccccc2)c(-c2nccn2COC)c1=O,1
Cn1c(-c2cncs2)nc2ccccc21,12
O=C(c1ccccc1OC1CCN(Cc2cccc3nonc23)CC1)N1CCCCC1,-2
Cc1ccc(-n2c(Cc3ccccc3)nnc2SCc2nc(-c3cccs3)no2)cc1,-13
O=C(N/N=C/c1ccccn1)C1CC1c1ccccc1 (stereo not given),-3
COc1cc2[nH]c(=O)n(Cc3ccc(C(=O)NCc4ccccc4)cc3)c(=O)c2cc1OC,6
CC1=CC(=NC(=O)c2ccccc2)C(C(C)C)=CC1=O,3
COc1cccc(Cn2c(CNS(=O)(=O)c3ccc(F)c(Cl)c3)nc3cccnc32)c1,4
O=c1[nH]c(-c2cccc3nc4ccccc4c(=O)n23)nc2ccccc12,-4
CC1CN(CC(=O)Nc2ccc(Br)cc2)CC(C)O1 (stereo not given),-5
CC(=O)c1ccc(NC(=O)Cn2nc(C(F)(F)F)c3c2CCCC3)cc1,11
O=C1N(c2ccccc2)C2(c3ccccc3)c3ccccc3C1(Cc1ccccc1)C(=O)N2c1ccccc1,5
CCOc1cc(C2c3c(ccc4ccccc34)OC(=N)C2C#N)ccc1O (stereo not given),3
CCC(C)c1ccccc1OCCOc1ccc(/C=C2/C(=N)N3N=C(CC(C)C)SC3=NC2=O)cc1OC (stereo not given),6
CS(=O)(=O)N(CC(=O)Nc1ccccc1)c1ccc(Oc2ccccc2)cc1,-3
Cc1ccccc1Cn1c2ccccc2c2cnn(CC(=O)NCCCc3ccccc3)c(=O)c21,-6
Cc1ccc(SCCC(=O)Nc2ccccc2C(F)(F)F)cc1,2
CC(=O)c1cccc(NC(=O)C(CC(C)C)NS(=O)(=O)c2ccc3c(c2)CCN3C(C)=O)c1 (stereo not given),2
Cc1ccc(NCc2nnc(SCC(=O)Nc3ccc(Cl)cc3)o2)c(C)c1,3
O=C(NC1CCCCCC1)c1ccc(CS(=O)c2ccc(Br)cc2)o1 (stereo not given),15
COc1cc(C)c(/C(C)=N/Nc2nc(-c3ccc(O)cc3)cs2)cc1OC,0
COC(CC(=O)O)c1nc2ccccc2s1 (stereo not given),5
Cc1ccc(NS(=O)(=O)c2ccc(-c3cnc(C4CC4)o3)cc2)cc1N(C)C,-14
CC(C)CCNC(=O)CCn1c(=O)c2cccn2c2cccnc21,6
CCC(=O)Oc1ccc(Cl)cc1,9
CCCN(CCC)C(=O)Cn1c(SCc2cccc(F)c2)nc2cccnc21,-4
COc1ccc(C(=O)N=C2CN(c3ccccc3)N(C)C2C)cc1 (stereo not given),2
COC(=O)c1cccc(NC(=O)c2cccnc2C(=O)O)c1C,2
CCOC(=O)C1CC(OCC)C(c2ccccc2)=NC(=O)C1=O (stereo not given),3
O=C1NC(=O)C2(COC(c3cccc(Br)c3)OC2)S1 (stereo not given),2
Cc1cc(C)nc(Nc2ncc(O)n2-c2cccc(Cl)c2)n1,3
CCc1ccc(NC(=O)CCSc2nncn2C)cc1,-4
Cc1cccc(CSc2nc3ccncc3n2CC(=O)N(C)C2CCCCC2)c1,-5
CCCCN(CC)c1nc(-c2ccccc2F)nc2ccccc12,5
CCOC(=O)c1c(C)nc2sc(C(=O)Nc3ccccc3)c(N)c2c1-c1ccc(OC)cc1,15
COCC(=O)Nc1cc(C(=O)N(C)Cc2ccc3nccnc3c2)cc2nc(-c3ccccc3)n(C)c12,2
Cc1ccc(NC(=O)C2CCN(Cc3ccccc3)CC2)cc1Cl,-2
CCOc1ccc(-c2cc(-c3ccccc3)c3c(N)c(C(=O)Nc4ccccc4)sc3n2)cc1,8
N#Cc1ccc(OCCCNC2CCCC2)cc1,-5
c1ccc(N=C(Nc2ccccc2)N2CCOCC2)cc1,6
CN(C)c1nc2nonc2nc1N1CCc2ccccc2C1,1
COc1ccc(OCC(O)CN(C)C)c(CN2CCN(c3nc(C)cnc3C)CC2)c1 (stereo not given),-4
S=c1oc(-c2ccccc2Br)nn1CN1CCOCC1,-4
CN=C1S/C(=C/c2ccc(-c3ccc(F)cc3F)o2)C(=O)N1C,-1
Cc1cnc(SCc2ccccn2)nc1C1CCCN(C(=O)c2ccc(-c3ccco3)cc2)C1 (stereo not given),2
O=C(Oc1ccc2c(=O)c(-c3ccccc3)c(C(F)(F)F)oc2c1)N1CCOCC1,-5
COc1ccc(-n2nnc(-c3nc(-c4ccc5c(c4)OCO5)no3)c2C)cc1Cl,8
Clc1cccc(-c2nc3ccccn3c2Nc2ccc3c(c2)OCCO3)c1,8
COc1ccc(S(=O)(=O)NCCc2csc3nc(-c4cccc(C)c4)nn23)cc1F,1
COc1ccc2[nH]c3c(c2c1)C(C)(C)c1ccccc1-3,2
COc1ccc(NC(=O)c2ccc(-c3nc(CSc4ccccc4)c(C)o3)cc2)cc1OC,6
# Next section
SMILES,RBX1-CUL1 inh
CC(=O)Nc1ccc(NC(=O)CCc2c(C)nc3c(c(C)nn3-c3ccccc3)c2C)cc1,-4
CN(C)c1ccc(Nc2nc3ccccc3n3nnnc23)cc1,-10
COc1ccc(/C=N/n2c(-c3ccccc3)n[nH]c2=S)cc1,0
CCC(=O)Nc1ccc(Cl)c(NC(=S)NC(=O)c2cccs2)c1,5
O=C(Nc1ccccc1F)c1ccc(CNS(=O)(=O)c2cccc(C(F)(F)F)c2)cc1,-9
COc1ccc(N=C(C)CC(=O)c2cc(OC)ccc2OC)cc1,5
COc1ccc(CNc2ccc(S(N)(=O)=O)cc2)cc1OC,6
CCCOc1ccccc1/C=N/NC(=O)COc1c(Cl)cc(Cl)cc1Cl,-11
COc1cc(C2NC(=O)N=C(C)C2C(=O)OC2CCCCC2)cc(Cl)c1O (stereo not given),0
COC(=O)N/N=C/c1ccc(Br)s1,11
COc1cccc(CC2CN(C(=O)c3cc4ccccc4o3)CCO2)c1 (stereo not given),7
Cc1ccc(C)c(-n2c(-c3csc4ccccc34)n[nH]c2=S)c1,-14
COc1ccc(OC)c2c(C)cc(=O)[nH]c12,7
CC1CN(S(=O)(=O)c2cccc(-c3cn4cccnc4n3)c2)CC(C)O1 (stereo not given),8
CC(=O)c1ccc(OC(=O)C2CC(=O)N(c3ccc(C)cc3)C2)cc1 (stereo not given),-2
CC12C(=O)C(C)(C(c3ccccc3)=C1c1ccccc1)C1C(=O)N(c3cccc4ccccc34)C(=O)C12 (stereo not given),-7
CC(C)Sc1nnc2c3ccccc3n(C)c2n1,-1
O=C(COC(=O)c1ccccn1)c1ccc(Br)cc1,-6
OCCC1CN(Cc2cccc(-n3cccn3)c2)CCN1Cc1ccsc1 (stereo not given),1
Cc1nnc(NC(=O)c2ccc([N+](=O)[O-])cc2[N+](=O)[O-])s1,-4
CC(C)CN1CC(=NC(=O)N2CCN(c3cccc(C(F)(F)F)c3)CC2)c2ccccc2C1=O,0
Nc1nnc(-c2ccccn2)s1,2
COc1cc(NS(=O)(=O)c2ccc(N=Cc3c[nH]c4ccccc34)cc2)nc(OC)n1,-3
COCCCNC(=O)c1cnc2c(-c3ccc(F)cc3)c(C)nn2c1C,1
C[C@@H]1CN(C(=O)c2nc3sccn3c2CNC2(c3ccccc3)CC2)C[C@H](C)O1,5
COc1ccc(OC)c(C2NC(=O)N=C(C)C2C(=O)Nc2ccc(F)cc2)c1 (stereo not given),4
COc1ccc(OCC(=O)Nc2c(C)cc(C)cc2C)cc1,-1
CN1C(=O)C(=Cc2ccc(Br)s2)C(=O)N(C)C1=O,-2
C/C(=N\O)C12CC3(C)CC(C)(CC(C)(C3)C1)C2,7
O=C(CSc1nnc(-c2ccncc2)n1-c1ccccc1)c1ccc(Cl)cc1,5
CC1=C(C(=O)OCC2CCCO2)C(c2ccccc2C)CC(=O)N1 (stereo not given),12
Cc1ccc2[nH]c(=O)c(CN(C(=S)NCc3ccccc3)C3CCCCC3)cc2c1,-7
N#Cc1c(-c2ccccc2)c(-c2ccccc2)nn(CC(=O)NNC(=S)Nc2ccc(Cl)cc2)c1=O,-4
CNC(=O)N1CCN(c2ccccn2)CC1,10
COc1cc(OC)c(NCN2C(=O)S/C(=C/c3ccc4c(c3)OCO4)C2=O)cc1Cl,-3
COc1cc(C=C2C(=O)c3ccccc3C2=O)ccc1OC(=O)c1cc(F)c(F)cc1Cl,-10
CCOC(=O)CNC(=O)N1[C@H](c2cccs2)[C@@H](C)C(=O)[C@@H](C)[C@@H]1c1cccs1,-12
O=C(C1CCCCC1)N(Cc1cccnc1)c1nc2c(F)cccc2s1,-7
CCOC(=O)c1ccccc1NC(=O)c1c(-c2ccccc2)noc1C,-5
C=CCc1cc(OC)c2oc(=O)ccc2c1,-2
Nc1nc(-c2ccccc2)cnc1C(=O)NCCO,4
CCC(C)c1ccc(NC(=O)c2ccc(OC(F)F)c(OC)c2)cc1 (stereo not given),0
O=C(CN1CCOC1=O)N1CCCC(CCc2cccc(C(F)(F)F)c2)C1 (stereo not given),12
O=C(CCc1nc(CN2CCN(S(=O)(=O)c3ccc(F)cc3)CC2)no1)N1CCCCC1,2
CN(C(=O)c1cc(-n2cnnc2)ccc1Cl)c1ccccc1,8
Cc1ccc(N(CC(=O)NCCSCc2ccccc2Cl)S(=O)(=O)c2ccccc2)cc1,-3
CCOc1ccc(C(=O)Nc2c(C(=O)c3ccccc3)oc3ccccc23)cc1,8
O=C(N/N=C/c1ccc(Cl)c([N+](=O)[O-])c1)c1cc2ccccc2cc1O,-5
Cc1cc(C(F)(F)F)c(C#N)c(SCC(=O)NC(C)C23CC4CC(CC(C4)C2)C3)n1 (stereo not given),-1
CCOC(=O)C1(Cc2ccccc2C(F)(F)F)CCN(C(=O)CN2CCCC2=O)CC1,0
O=C(Nc1ccc(Cl)cc1)c1ccc(N2CCOCC2)cc1,-1
CCOC(=O)C1(CCOc2ccccc2)CCN(Cc2cnc[nH]2)CC1,-2
COc1ccccc1-c1ccnc2c(-c3ccc(Br)cc3)c(C)nn12,3
O=C1NN(c2cccc(Cl)c2)C(=O)/C1=C/c1ccc(Br)cc1,60*
CC(=O)c1cc2c(s1)Sc1sccc1S2,-3
C=CCC(O)(CC=C)CNC(=O)C1CC(Cc2ccccc2Cl)=NO1 (stereo not given),-4
O=C1CC(NC2CCN(Cc3ccccc3)CC2)C(=O)N1c1ccccc1 (stereo not given),1
N#Cc1ccccc1CSc1nnc(-c2ccccc2)o1,-1
